Bioassay records from PubChem BioAssay.
OPRM1-OPRD1 ag: OPRM1-OPRD1 heterodimerization agonism; cells, luminescence; AID 504326; P35372+P41143; activation, % at 9.3 µM; hit rate 0.3% among 340,000; in the data active = activation above about 18%;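 note: 0% = vehicle-treated cells and 100% = reference agonist; values of inactives mirror those of a sister screen read the other way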
Target sequence (P35372 whole entry, looked up): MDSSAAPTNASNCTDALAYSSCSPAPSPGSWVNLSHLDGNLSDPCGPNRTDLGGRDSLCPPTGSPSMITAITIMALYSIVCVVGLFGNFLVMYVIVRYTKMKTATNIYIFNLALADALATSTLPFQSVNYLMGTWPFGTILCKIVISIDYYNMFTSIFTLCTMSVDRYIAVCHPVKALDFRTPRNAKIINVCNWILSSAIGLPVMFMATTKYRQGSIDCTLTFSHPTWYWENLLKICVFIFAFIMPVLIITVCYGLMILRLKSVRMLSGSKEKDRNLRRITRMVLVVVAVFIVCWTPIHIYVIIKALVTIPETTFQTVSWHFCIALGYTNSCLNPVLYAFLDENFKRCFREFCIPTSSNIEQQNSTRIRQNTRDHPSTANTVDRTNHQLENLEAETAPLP
Target sequence (P41143 whole entry, looked up): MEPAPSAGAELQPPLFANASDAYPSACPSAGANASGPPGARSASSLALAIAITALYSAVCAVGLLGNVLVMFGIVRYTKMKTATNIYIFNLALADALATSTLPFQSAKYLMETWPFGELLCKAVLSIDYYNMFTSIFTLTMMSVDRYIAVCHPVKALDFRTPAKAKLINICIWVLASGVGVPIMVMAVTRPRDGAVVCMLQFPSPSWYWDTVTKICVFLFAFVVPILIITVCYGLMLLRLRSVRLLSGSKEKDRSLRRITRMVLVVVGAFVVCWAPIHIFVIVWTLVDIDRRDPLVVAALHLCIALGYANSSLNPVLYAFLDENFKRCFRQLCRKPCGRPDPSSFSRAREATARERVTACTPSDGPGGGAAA
HTR5A inv ag: counter-screen for OPRM1-OPRD1 inverse agonists: human HTR5A inverse agonism. hit rate 0.083% among 340,000. inhibition, % at 9.3 µM. HTR5A cell line, luminescence; in the data active = inhibition mostly above about 23%, no sharp cut-off; inactive = mostly below about 18%;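 note: 0% = cells with DMSO and 100% = no-cell wells with DMSO; some compounds called inactive have numbers as strong as hits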
Arr AP2 block: blocks beta-arrestin peptide binding to AP2 adaptin; FITC-arrestin peptide / GST-AP2 beads, flow cytometry; AP2 beta2 appendage carries R879A mutation; hit rate 0.31% among 340,000; AID 504490; inhibition, % at 10 µM;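 active = inhibition above a set limit, near 3 SD of compounds lacking own fluorescence, cut at about 54% in these data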;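 note: plate controls were DMSO wells for no effect and 5 µM unlabelled arrestin peptide for full effect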
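Material – AP2 appendage R879A on GSH beads · Buffer or medium – PBS with 0.05% Tween 20 and 0.1% BSA · Probe or stimulus – fluorescein-tagged arrestin peptide at 50 nM final · Incubation – compound with beads 12 min RT, then probe 1 h RT · Detection – high-throughput flow cytometry of beads, ex 488, em 535 nm · Evaluation – percent response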
DAGLB inh: diacylglycerol lipase beta (human) inhibition | HEK293T DAGLB membrane lysate, EnzChek fluorogenic substrate | hit rate 0.059% among 340,000 | inhibition, % at 5.17 µM | Q8NCG7; in the data active = inhibition above about 34%;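 note: 0% = enzyme with vehicle and 100% = wells lacking enzyme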
V-ATPase pH: alters yeast V-ATPase proton transport; S. cerevisiae, pHLuorin cytosolic pH fluorescence; response, % at 10 µM; hit rate 0.37% among 350,000; AID 504577; in the data active = response mostly above about 7.3%, no sharp cut-off; inactive = mostly below about 5.4%; note: actives read high; inactives centre near 0; some compounds called inactive have numbers as strong as hits; reference of the scale not given here
PKA-R2B act: PKA-R2B complex activation; P22694+P31323; PKA-R2B holoenzyme dissociation, Cy5-IP20 fluorescence polarization; R2B truncated from residue 108, S112A mutant; 0% DMSO only, 100% 113 µM cGMP; activation, % at 11.4 µM; hit rate 0.079% among 340,000; AID 504700;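 active = activation above a cutoff set at the mean over all compounds plus 3 SD, cut at about 18% in these data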;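 note: higher means more holoenzyme dissociation and a rise in polarization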
Pemphigus Ab inh: inhibitors of pemphigus antibody binding to human desmoglein-3 | DSG3-coupled beads, scFv-anti-DSG3-GFP binding, flow cytometry; active compounds read low | AID 588358 | hit rate 0.48% among 310,000 | binding (percent of control), % at 10 µM | P32926;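 active = binding more than 3 SD below its plate's average and above zero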;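 note: hits lower antibody fragment binding to DSG3; some compounds called inactive have numbers as strong as hits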
HTR5A ag ctr: HTR5A agonism, opioid heterodimer counter-screen. HTR5A agonist assay, luminescence, cell-based. activation, % at 9.3 µM. AID 504692. hit rate 0.61% among 340,000; in the data active = activation mostly above about 9.5%, no sharp cut-off; inactive = mostly below about 7.6%;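 note: 0% = cells with vehicle only and 100% = reference agonist; strong numbers were not always called active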
PKA-R1A act: PKA-R1A complex activation | PKA-R1A dissociation, Cy5-IP20 fluorescence polarization; scaled: DMSO 0%, 113 µM cGMP 100% | activation, % at 11.4 µM | hit rate 0.083% among 340,000;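 active = percent activation above the mean of all tested compounds plus 3 SD, cut at about 19% in these data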;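 note: higher means more PKAc released from R1A so a rise in polarization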
OPRM1-OPRD1 inv: inverse agonists of human mu-delta opioid receptor heterodimerization | cell-based MOR-DOR heterodimer luminescence, inverse agonism | inhibition, % at 9.3 µM | hit rate 0.21% among 340,000 | AID 504357; in the data active = inhibition above about 22%, passing the limit was not always enough;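 note: 0% = cells with DMSO and 100% = wells without cells with DMSO; values of inactives mirror those of a sister screen read the other way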
Starred values were filed as active, the others as inactive; / = not tested or not shown.

SMILES	OPRM1-OPRD1 ag	HTR5A inv ag	Arr AP2 block	DAGLB inh	V-ATPase pH	PKA-R2B act	Pemphigus Ab inh	HTR5A ag ctr	PKA-R1A act	OPRM1-OPRD1 inv
O=C(c1cc([N+](=O)[O-])ccc1Cl)N1CCN(Cc2ccc3c(c2)OCO3)CC1	-1.0	-1	4	2	-4	-3	95	0	-12	6
O=[N+]([O-])c1ccc(NC2CCCCC2)nc1	-0.4	7	13	-3	-3	-12	108	-2	8	2
O=C(CNC(=O)c1cc2ccccc2o1)NCc1cccs1	-2.2	1	13	-5	-10	-4	114	0	-13	9
CCSc1nc(N2CCOCC2)c2c(c1C#N)CC(C)(C)N(C)C2	-3.0	-1	54*	1	0	-17	111	3	4	14
C=CCNC(=S)NNc1ncnc2sc3c(c12)CC(C)(C)OC3	-1.9	22	-2	-1	-3	-2	106	5	9	11
COc1ccc(CNC(=O)CCn2nc(C)c3c(C)n(-c4ccccc4)nc3c2=O)c(OC)c1	-4.3	19	-2	0	-2	3	80	2	-10	22
COc1ccc(NC(=O)c2c(N)no[n+]2[O-])cc1	-3.7	11	-2	0	-3	0	85	-1	-11	17
CCCCC1C2=C(CC(C)(C)CC2=O)OC2=C1C(=O)CC(C)(C)C2	3.3	0	-6	-5	1	2	95	0	-7	-17
O=[N+]([O-])c1ccc(N2CCCCC2)s1	-1.4	5	-7	4	1	-2	92	-2	-7	10
CCCC(=O)N(CCN(Cc1ccccc1)C(=O)CCC)Cc1ccccc1	-1.3	-16	-8	-1	3	-11	105	5	-12	7
Cc1ccc(NC(=O)c2ccnc(C(C)(C)C)c2)cc1	3.5	-1	30	-3	/	-7	/	1	-8	-21
C=CC1=C(C(=O)O)N2C(=O)C(NC(=O)Cc3ccccc3)C2SC1 (stereo not drawn)	0.7	-18	7	0	0	-1	98	14	-1	-4
Cc1cccc(NC(=S)NCCSc2ccc(Cl)cc2)c1	4.5	11	-10	-4	-1	-3	/	6	-14	-21
CO/N=C/NC(=O)c1c(OC)ccnc1Oc1ccc(Cl)cc1	-1.0	-6	-4	-1	2	-3	84	1	9	5
CCOc1ccc(-c2nc3c(s2)CCc2onc(-c4ccc(OC)cc4)c2-3)cc1	-1.6	18	1	-1	-2	4	94	7	8	9
CC(C)c1c(C(=O)N/N=C/c2ccc(C(F)(F)F)cc2)nnn1-c1nonc1N	2.8	-17	1	-3	4	-8	101	-1	-2	-15
C[C@@H]1C=C(C(=O)N2CCN(Cc3ccccc3)CC2)O[C@H](OCc2ccc(CO)cc2)C1	2.1	-11	-1	5	1	-9	108	4	-6	-12
CCc1c(Nc2ccccc2Cl)nc(N)[nH]c1=O	-1.0	13	-5	1	2	9	92	-4	0	5
NC(=O)c1ccsc1NC(=O)C1CCCCC1	-1.8	4	-1	1	3	-9	102	-1	1	9
CC(/C=N/NC(=O)c1ccc(Cn2cc([N+](=O)[O-])cn2)o1)=C\c1ccccc1	0.0	-12	44	0	-4	-9	/	6	-1	0
C[C@H](CO)N1C[C@H](C)[C@@H](CN(C)S(=O)(=O)c2ccccc2)Oc2c(NC(=O)Cc3ccccc3)cccc2C1=O	-2.2	11	5	-3	4	-8	105	0	-1	12
Cc1nn(C)c(N)c1[N+](=O)[O-]	-2.9	-34	1	2	-1	-3	113	-4	-1	15
CC1(c2ccccc2)NC(=O)N(CC(=O)NCc2ccc3c(c2)OCO3)C1=O (stereo not drawn)	-2.7	-1	5	0	3	-4	107	1	-3	15
O=S(=O)(NCCc1nnc2ccc(SCc3cccnc3)nn12)c1ccccc1	3.6	-19	-11	0	0	-11	101	1	3	-18
Cc1cccc(OCC(=O)O/N=C(\N)c2ccccn2)c1C	-2.1	-28	-4	-2	-5	-2	105	-2	-9	12
Cc1cccc(OCCCC(=O)Nc2ccc(S(=O)(=O)Nc3ncccn3)cc2)c1C	-2.5	-2	-12	2	-2	0	98	7	-8	13
Cc1cc(Cl)ccc1OCCCC(=O)N1CCN(S(=O)(=O)c2ccccc2)CC1	1.4	2	34	-3	0	-8	100	-1	0	-7
COc1ccc(S(=O)(=O)NC2CC3CCC2C3)cc1Cl (stereo not drawn)	0.8	-1	-6	-2	0	9	105	0	-3	-4
C/C(CC(=O)N(C(C)C)C(C)C)=N\NC(=O)COc1ccc(Cl)cc1Cl	-0.7	-2	16	-2	-3	-2	98	1	-8	3
C/C(=N\NS(=O)(=O)c1ccc([N+](=O)[O-])cc1)c1ccc2c(c1)OCO2	-1.7	-27	32	0	-2	-5	92	10	-12	9
COCC(C)n1c(SCC(=O)NC(=O)NCc2ccccc2)nc2ccccc2c1=O (stereo not drawn)	0.1	-3	-7	0	6	3	96	1	5	-1
NC(=O)C(Cc1ccccc1)NC(=O)C12CC3CC(CC(C3)C1)C2 (stereo not drawn)	-0.8	5	3	1	1	-6	117	-1	3	4
COc1cccc(CNC(=O)C2(C)Oc3ccccc3NC2=O)c1 (stereo not drawn)	-2.7	-15	10	1	1	-1	103	-3	12	14
N=c1c(C(=O)NCc2ccc(F)cc2)cc2c(=O)n3ccccc3nc2n1Cc1ccco1	-2.0	12	-2	1	1	4	162	-2	-4	12
O=S(=O)(Nc1ccc(S(=O)(=O)N2CCCC2)cc1)c1ccccc1Br	-3.5	1	-6	0	1	1	101	-1	4	15
Cc1cc(C)c(NC(=O)C2CCCN2CCC(C)C)c(C)c1 (stereo not drawn)	0.8	-28	0	-1	-2	-3	/	10	1	-5
CC(=O)Nc1ccc2oc(-c3ccccc3Br)nc2c1	0.0	-8	8	-3	8	1	115	-1	-8	0
COc1ccc(CN2[C@@H](CC(=O)O)c3ccccc3S2(=O)=O)cc1	-0.4	-17	-5	3	5	7	97	6	-6	2
Cc1ccc2cccc(NC(=O)c3ccc(Br)o3)c2n1	-0.5	-16	15	-16	-3	-9	/	6	-17	3
Cc1cc(C)nc(SCC(=O)c2ccc([N+](=O)[O-])cc2)n1	3.6	-2	-1	-2	1	-5	93	5	7	-21
NC(=S)N=Nc1c(O)n(C2OC(=O)c3ccccc32)c2ccccc12 (stereo not drawn)	-0.8	-29	1	5	-7	-2	105	-1	-3	4
Cc1sc(NC(=O)c2ccccc2F)c(CN2CCCCC2C)c1C (stereo not drawn)	3.3	2	6	-2	-1	-2	109	1	10	-18
Fc1ccc(CNc2nc3ccccc3n3nnnc23)cc1	6.7	-24	1	-4	4	2	100	9	-10	-37
CC(C)(C)NC(=O)CCN(/N=C/c1ccccc1F)C1=NS(=O)(=O)c2ccccc21	-1.6	4	10	1	-3	4	94	-1	-7	8
Cc1noc(C)c1S(=O)(=O)N1CCN(C(c2ccccc2)c2ccc(Cl)cc2)CC1 (stereo not drawn)	-3.1	6	0	-10	6	2	101	-2	8	16
O=C(O)CSC1c2ccccc2C(=O)N1Cc1ccccc1 (stereo not drawn)	-1.3	5	-20	0	-1	2	97	-1	-8	8
COc1ccc2nc(SCC(=O)Nc3nccs3)[nH]c2c1	-1.5	22	-3	-1	1	2	85	3	-4	7
CCOC(=O)c1ccc(N/C(=N\S(=O)(=O)c2ccccc2C)c2ccccc2)cc1	-3.5	-3	14	-10	-3	-12	104	1	-11	19
O=C(NCC1CC1)c1ccccc1Cl	-1.9	3	31	-2	-2	-3	100	-1	5	9
COc1cccc2[nH]c(C(=O)NCC3CCCO3)cc12 (stereo not drawn)	-0.4	1	-12	2	2	4	93	0	10	2

(further entries)
SMILES	OPRM1-OPRD1 ag	HTR5A inv ag	Arr AP2 block	DAGLB inh	V-ATPase pH	PKA-R2B act	Pemphigus Ab inh	HTR5A ag ctr	PKA-R1A act	OPRM1-OPRD1 inv
Cc1cccc(/C=C2\CCC(C3CCCC3)C2=O)c1 (stereo not drawn)	1.9	-1	-1	-7	0	-6	100	1	1	-12
N#CCCC(C#N)(c1cccnc1)N1CCOCC1 (stereo not drawn)	/	/	/	-1	0	-5	99	/	9	/
O=C(Cn1c(SCc2ccccc2)nc2ccccc21)N1CCOCC1	/	/	1	3	-4	-8	/	/	-4	/
O=C(CCc1ccccc1)C(=O)N1CCCC(C(=O)c2cccc(Cl)c2)C1 (stereo not drawn)	-2.8	6	31	-8	1	9	109	-2	8	14
C=C(C)C1CC=C(C)/C(=N\NC(=O)CNc2ccccc2OC)C1 (stereo not drawn)	2.2	-6	-6	-3	-1	-2	94	2	1	-11
CCS(=O)(=O)n1nc(-c2ccc(Cl)cc2)nc1SC	0.5	-1	-8	-2	-76	-13	107	3	-4	-2
Cc1ccc(CNc2nc3c([nH]2)c(=O)n(C)c(=O)n3C)cc1	3.9	2	16	2	0	-3	99	-1	-18	-22
CCOC(=O)N1CCN(c2c(N3CCc4ccccc4C3)c(=O)c2=O)CC1	-1.4	7	0	1	-3	3	114	-3	-2	7
COc1ccc(OC)c(-n2c(C)nc3cc(C(=O)O)ccc32)c1	0.1	14	2	3	-3	9	104	-5	0	-1
CC(C)[C@H](NC(=O)c1ccc(Cl)cc1)C(=O)OCC(=O)N1CCN(c2ccccc2)CC1	-2.5	11	22	-1	-4	1	94	-3	3	13
O=C(COC(=O)C1CC2CCCC(C1)C2=O)Nc1ccc(Cl)cn1 (stereo not drawn)	-0.2	-6	-6	1	1	0	88	2	0	1
Cc1noc(NS(=O)(=O)c2ccc(NC(=O)CCC3CCCC3)cc2)c1C	0.3	-8	-4	3	2	6	99	3	0	-1
CN(C(=O)c1ccc2c(=O)n3c(nc2c1)CCCCC3)c1ccccc1F	-2.0	-25	-3	-2	-9	6	100	6	5	10
Fc1cccc(Cl)c1CSc1nnc(CNc2ccccc2)o1	4.1	-11	38	-8	-1	-9	96	3	-9	-22
C=CCN1C(=O)S/C(=C/c2ccc(Sc3nc4ccccc4[nH]3)o2)C1=O	1.9	4	26	-2	-1	-10	96	-4	-14	-9
O=C(N/N=C/c1cccc(OC(=O)c2ccc([N+](=O)[O-])cc2)c1)c1cccnc1	-2.2	11	-2	-1	-5	-3	96	0	8	14
C=C1C(C(=O)Nc2ccc(F)cc2)C1C(=O)Nc1ccc(F)cc1 (stereo not drawn)	-0.1	-3	-15	0	-1	2	107	0	0	1
Cc1cc(OCC(=O)N2CCC(C(N)=O)CC2)c2c(C)cc(=O)oc2c1	-2.0	7	5	-2	-2	-2	105	3	-3	10
COc1ccc(C)cc1NC(=O)c1nn(-c2ccccc2)cc1OC	-3.3	-2	-2	-5	-7	-3	105	1	6	17

2 of these compounds, set out differently:
> O=C(COC(=O)C1CC2CCCC(C1)C2=O)Nc1ccc(Cl)cn1 (stereo not drawn)
- OPRM1-OPRD1 ag: -0.2
- HTR5A inv ag: -6
- Arr AP2 block: -6
- DAGLB inh: 1
- V-ATPase pH: 1
- PKA-R2B act: 0
- Pemphigus Ab inh: 88
- HTR5A ag ctr: 2
- PKA-R1A act: 0
- OPRM1-OPRD1 inv: 1

> Cc1noc(NS(=O)(=O)c2ccc(NC(=O)CCC3CCCC3)cc2)c1C
- OPRM1-OPRD1 ag: 0.3
- HTR5A inv ag: -8
- Arr AP2 block: -4
- DAGLB inh: 3
- V-ATPase pH: 2
- PKA-R2B act: 6
- Pemphigus Ab inh: 99
- HTR5A ag ctr: 3
- PKA-R1A act: 0
- OPRM1-OPRD1 inv: -1
